Screens from PubChem.
HSF-1 act – increases HSF-1 driven luciferase reporter signal. NIH3T3-HGL HSF-1 luciferase reporter, MG132, 8 h; 100% = twice DMSO control signal. activation, % at 9 µM. 300,000 tested, 1.7% active;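 active = mean replicate activation of at least 50% with a set share of replicates each reaching 50%; inconclusive = only one of those two conditions met; inactive = mean below 50% and too few replicates reaching it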;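 note: 0% = median of the neutral control wells and 100% = twice that signal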
HSF1 inh – HSF1 inhibition | AID 2098 | 300,000 tested, 0.77% active | activity change, negative = inhibition, % at 7.5 µM (by protocol) | NIH3T3-HGL HSE-luciferase, MG132-induced, luminescence 8 h; active compounds read low;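 active = more than half of replicate wells show activity change below -50%, luminescence cut by over half; inconclusive = some wells, but at most half, below -50%; inactive = no replicate well below -50%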;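 note: luciferase reports HSF-1 transcriptional activity via heat shock element; 0% = median of DMSO wells and -100% = zero luminescence signal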
aSyn UTR inh – MLPCN primary screen, SNCA 5' untranslated region | alpha-synuclein 5'UTR reporter, inhibitor activity | inhibition, % (tested at 7.5 µM) | 300,000 tested, 0.82% active; in the data active = inhibition above about 60%; inconclusive = no clear call, values can overlap the other calls;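 note: H4 neuroglioblastoma cells stably carrying SNCA 5'UTR luciferase fusion; 0% = DMSO wells and 100% = positive control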
GSK3A inh – blocks human GSK-3 alpha kinase. P49840. ADP-Glo luminescence, 60 min. inhibition, % at 10 µM. 320,000 tested, 0.1% active. AID 2650;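 in the data active = inhibition above about 50%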;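 note: GST-tagged GSK-3 alpha with peptide substrate and 25 µM ATP; 0% = DMSO neutral wells and 100% = GW8510 positive control wells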
Target sequence (P49840 whole entry, looked up): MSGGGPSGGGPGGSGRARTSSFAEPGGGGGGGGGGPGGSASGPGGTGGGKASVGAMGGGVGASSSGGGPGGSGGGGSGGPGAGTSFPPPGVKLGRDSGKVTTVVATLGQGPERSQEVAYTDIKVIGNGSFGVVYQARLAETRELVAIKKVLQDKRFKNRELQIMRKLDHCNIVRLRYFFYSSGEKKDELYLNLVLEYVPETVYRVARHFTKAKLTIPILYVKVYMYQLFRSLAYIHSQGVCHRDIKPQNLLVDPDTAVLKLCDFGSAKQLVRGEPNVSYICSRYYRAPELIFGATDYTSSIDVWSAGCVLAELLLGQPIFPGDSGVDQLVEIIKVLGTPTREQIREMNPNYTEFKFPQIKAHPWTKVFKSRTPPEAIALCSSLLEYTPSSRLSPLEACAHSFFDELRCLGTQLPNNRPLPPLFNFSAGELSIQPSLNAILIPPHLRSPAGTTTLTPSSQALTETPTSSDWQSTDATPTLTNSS
GSK3beta inhib – human GSK3beta kinase inhibition | GST-GSK3beta kinase, ADP-Glo luminescence, 60 min; active compounds read low | activity score (negative = inhibition), % at 10 µM | 300,000 tested, 0.038% active | AID 2097;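 active = more than half of replicate wells score below -50%, meaning over 50% inhibition versus plate controls; inconclusive = some replicates but at most half score below -50%; inactive = no replicate scores below -50%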;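 note: 0% = median DMSO wells and -100% = median GW8510 positive control wells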
Target sequence (P49841 whole entry, looked up): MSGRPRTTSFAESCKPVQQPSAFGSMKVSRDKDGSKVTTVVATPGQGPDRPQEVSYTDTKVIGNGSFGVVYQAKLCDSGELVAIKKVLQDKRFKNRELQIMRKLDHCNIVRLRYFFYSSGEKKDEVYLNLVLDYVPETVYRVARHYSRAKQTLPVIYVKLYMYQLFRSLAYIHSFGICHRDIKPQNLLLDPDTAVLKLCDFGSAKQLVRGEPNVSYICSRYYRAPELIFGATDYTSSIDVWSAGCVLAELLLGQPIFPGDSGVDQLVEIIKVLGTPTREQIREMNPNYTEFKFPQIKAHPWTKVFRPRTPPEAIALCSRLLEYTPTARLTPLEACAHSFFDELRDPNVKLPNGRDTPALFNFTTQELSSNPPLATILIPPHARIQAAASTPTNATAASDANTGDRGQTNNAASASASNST
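test system = GST-tagged human GSK3beta kinase, cell-free | reagent = 25 µM ATP with peptide substrate | dosing = one dose of 10 µM per compound | schedule = 60 min reaction, RT | detection = luminescent ADP-Glo measurement of ADP formed | control set = DMSO neutral wells and GW8510 at 20 µM as positive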
IEC-6 cytotox – kills IEC-6 intestinal cells in KLF5 counter-screen; IEC-6 cytotoxicity, luminescence viability; 290,000 tested, 0.78% active; AID 1825; inhibition, % at 5 µM; in the data active = inhibition above about 22%;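 note: 0% = plate median of test compound wells and 100% = cytotoxic reference compound wells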
HSP90 refold inh – inhibitors of HSP90 luciferase refolding in rabbit reticulocyte lysate. luciferase refolding luminescence, 3 h. inhibition, % at 5.6 µM. 290,000 tested, 0.91% active;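 active = inhibition above the screen-wide mean plus 3 SD, computed separately per campaign, cut at about 16% in these data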;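 note: 0% = DMSO wells and 100% = 60 µM geldanamycin wells; inhibitors lower the luminescence because luciferase stays unfolded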
AI-2 QS modul – Vibrio harveyi AI-2 quorum sensing modulation | Vibrio harveyi JMH597 AI-2 luminescence/OD600 ratio, 9 h; active compounds read low; strain lacks LuxN and CqsS sensors; 0 = neutral-control median | activity change, % at 7.5 µM | 300,000 tested, 0.4% active; in the data active = activity change below about -75%, passing the limit was not always enough; inconclusive = no clear call, values can overlap the other calls;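 note: luminescence divided by OD600 gain over 9 h not by final OD600 alone; inactives centre near 13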
KLF5 inh – inhibitors of KLF5 expression; DLD-1 KLF5 promoter-luciferase reporter, luminescence; inhibition, % at 5 µM; AID 1700; 290,000 tested, 0.23% active;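 active = inhibition above a per-plate limit of that plate's mean compound inhibition plus 3 SD, cut at about 60% in these data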;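 note: 0% = DMSO wells and 100% = LY294002 at 200 µM; higher means less KLF5 promoter-driven luciferase light; inactives centre near -14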
PolyA inh – yeast polyadenylation inhibition; S. cerevisiae SKY197-pL101 polyadenylation reporter, beta-gal luminescence; efflux-impaired pdr1/pdr3 knockout yeast; score 100 = 6 SD above DMSO; calls only at 12 µM; 300,000 tested, 0.02% active;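 active = lowest replicate activity score at least 50, where 100 means six control SD above control mean; inconclusive = lowest score under 50 but half or more replicates reach 50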;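 note: yeast exposed to compound for 9 h at 30 °C; higher score means more reporter readthrough which indicates perturbed polyadenylation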
* = called active by the depositor; i = inactive; ? = inconclusive; . = no result given; & = joins results of further samples. The list is partial (hit frequency here may not be typical).

SMILES	HSF-1 act	HSF1 inh	aSyn UTR inh	GSK3A inh	GSK3beta inhib	IEC-6 cytotox	HSP90 refold inh	AI-2 QS modul	KLF5 inh	PolyA inh
O=C(C[n+]1ccc(/C=N/O)cc1)N1CCCCC1	1	2	0	-6	1	-1	-1	10	-39	i
CCOc1ccc(C(C)NC(=O)c2ccccc2OCc2c(C)noc2C)cc1OCC (stereo unspecified)	-4	-4	20	-1	0	8	-2	8	-7	i
NS(=O)(=O)c1ccc(Nc2nc(-c3cccnc3)cs2)cc1	-24	-7	-10	-3	-2	-1	-4	7	-10	i
CCCCn1c(SCC(=O)NC(C)(C)C)nnc1-c1ccco1	3	-2	-12	-1	1	1	4	8	-25	i
Nn1c(SCc2cccc(Oc3ccccc3)c2)nnc1C(F)(F)F	-2	-1	-12	.	-25	1	2	-3	2	i
N#CCCSc1ncnc2c1oc1ccccc12	-2	-11	-15	.	2	1	26*	11	-12	i
O=C(NCc1ccc(F)cc1)C(c1cccnc1)N(C(=O)c1csnn1)c1ccccc1 (stereo unspecified)	0	0	0	1	1	1	3	-5	-20	i
O=C(O)c1cc(NS(=O)(=O)c2ccc(NCc3ccccc3)c([N+](=O)[O-])c2)cc(C(=O)O)c1	22	4	-2	-1	0	-4	-4	5	-19	i
COC(=O)c1cc(S(=O)(=O)N(C)c2ccc(C)c(C)c2)c[nH]1	3	4	2	.	-1	-2	4	29	-41	i
CC(NS(=O)(=O)c1ccc2c(c1)CC(=O)N2C)c1ccccc1 (stereo unspecified)	-8	6	17	0	2	4	-5	15	-6	i
Nc1nonc1-n1nnc(C(=O)N/N=C/c2ccncc2)c1CSc1ccc(Cl)cc1	-9	1	9	-1	1	2	3	8	-34	i
CCCCNC(=O)Nc1c(C(=O)OC)[nH]c2ccc(C)cc12	-2	-3	19	3	0	-2	0	2	-34	i
CCOC(=O)CC1C(C(=O)OCC)ON2OC(C(=O)OC)C(C(=O)OCC)C12 (stereo unspecified)	-6	-8	-11	0	-2	0	7	4	-37	i
CC(=O)Nc1ccc(SC[C@H](Cc2ccccc2)N2CCN(CC(C)C)CCC2=O)cc1	8	2	10	-3	3	.	.	2	.	i
O=C(CN1CCN(Cc2ccccc2F)CC1)Nc1ccccc1Cl	-1	2	17	3	3	2	-2	-9	-17	i
COc1ccc(NC(=O)Cn2nnc(-c3ccc(CN4CCOCC4)cc3)n2)c(OC)c1	10	-1	12	0	0	8	6	18	24	i
COc1cc(/C=C(\C#N)c2ccccn2)ccc1OCC(=O)Nc1cccc(C(F)(F)F)c1	-10	5	17	-4	3	2	-2	21	-22	i
Cc1ccc(N=Cc2cc(C)n(C3CCCC3)c2C)cc1	-23	-20	-155	1	0	-4	-4	24	-42	i
CCOC(=O)CCCc1sc(N)nc1-c1[nH]c(=O)[nH]c1C	-39	-23	-28	1	0	6	5	56	-9	i
O=C(NC1CCCCCC1)c1cc(S(=O)(=O)N2CCC3(CC2)OCCO3)ccc1F	.	.	.	-2	2	-9	2	13	-16	i
COc1ccccc1OCCSc1nnnn1C1CCCCC1	-4	8	-81	2	-9	-2	-3	6	-102	i
COc1ccc(CCNC(=O)c2c[nH]c3ccc(F)cc3c2=O)cc1OC	3	2	14	-2	3	7	-5	1	6	i
COc1ccccc1NC(=O)Cc1nnc(SCC(=O)NC2=NCCS2)n1C	3	-2	-5	1	2	-1	0	9	-14	i
COc1ccc(CCNS(=O)(=O)c2ccc3c(c2)NC(=O)CO3)cc1OC	11	-2	-1	-1	1	-7	7	15	2	i
C=CCOc1c(Br)cc(CNn2nnnc2N)cc1OC	-3	-2	-3	0	2	3	-2	24	8	i
CN(C)C(=O)CCC(=O)N1CCCC(N2CCN(c3cccc(C(F)(F)F)c3)CC2)C1 (stereo unspecified)	6	-8	-9	-4	2	1	3	12	-33	i
Cc1ccc(C(C)NC(=O)c2cccnc2)cc1 (stereo unspecified)	-10	-8	15	1	2	.	.	17	.	i
O=C(Nc1ccc2c(c1)OCO2)c1cnccn1	17	14	-106	0	-2	-1	-4	15	-91	i
O=C(c1ccc(S(=O)(=O)N2CCCCCC2)cc1)N1CCN(c2ccccc2F)CC1	-10	-1	16	-2	1	2	-1	33	-4	i
O=C(Cc1ccccc1)N/N=C/c1ccc[nH]1	-6	-1	14	7	3	2	-1	24	-32	.
CC(C)CCN1CCN(Cc2cnc(N3CCCC3)s2)CC1CCO (stereo unspecified)	-15	-5	6	.	2	8	4	17	-4	i
O=C(NN1C(=O)C2C3c4ccccc4C(c4ccccc43)C2C1=O)C1CC1 (stereo unspecified)	.	.	28	6	-2	-7	0	11	-13	i
CC1CCCC(C)N1CCCNC(=O)Cn1ncc2c3ccccc3n(C)c2c1=O (stereo unspecified)	7	-3	7	2	-2	-2	-2	15	-12	i
COc1ccc(NC(=O)Nc2c(C)noc2-c2ccccc2)cc1	17	-1	-8	1	0	1	5	-3	7	i
O=c1cc(NS(=O)(=O)c2ccccc2)nc(SCc2c(Cl)cccc2Cl)[nH]1	15	-4	1	1	0	-6	0	12	-10	i
Cc1ccc(C(=O)N(CC(=O)Nc2sc(C)c(C)c2C(N)=O)C2CCCC2)cc1	-3	4	8	-2	1	-8	2	11	-14	i
CNC(=O)NC(=O)CSc1ccc(NC(C)=O)cc1	7	-8	13	0	2	4	-3	3	15	i
COc1cccc(NC(=O)CN(C)C(=O)c2ccccc2-c2nc3ccccc3s2)c1	19	5	-8	-1	.	.	.	.	.	i
O=C(CCC(=O)NC1CC1)Nc1nnc(C2CCCCC2)s1	-11	2	14	0	-2	-4	0	14	-17	i
CCC1CCCCN1CCn1c(=S)[nH]c2cc(OC)c(OC)cc2c1=O (stereo unspecified)	-18	-5	30	0	1	8	5	34	-28	i
Cc1cc(Nc2cccc(C)c2C)n2nc(C)nc2n1	-14	-5	14	.	1	4	5	10	-21	i
COc1cc(OC)c(C(=O)OCCCOC(=O)c2cc(OC)c(OC)cc2OC)cc1OC	12	-5	-3	.	4	-6	-5	10	-39	i
COc1ccc(-n2cnc(N)c2C(=O)c2cccc([N+](=O)[O-])c2)cc1	-2	-12	22	0	-1	-9	2	15	-13	i
CCOCCCNC(=O)c1c(N)n(-c2ccc3c(c2)OCO3)c2nc3ccccc3nc12	5	1	21	-4	-2	22	1	3	-1	i
NC(=O)c1cc(S(=O)(=O)NCc2ccc(F)cc2)cs1	11	-6	-19	-1	-2	-1	2	21	-27	i
CC(N)=Nc1ccc([N+](=O)[O-])cc1	17	-5	6	-4	-5	3	-9	-3	-19	i
CC(=O)N1CCN(Cc2nc3cc(NC(=O)c4ccc(F)cc4)ccc3n2C)CC1	-5	-4	-18	-1	-1	6	-1	8	-5	i
Nc1nc(Nc2ccccc2Br)nc(C(F)(F)F)n1	20	3	5	1	3	3	-4	8	-11	i
COc1ccc(S(=O)(=O)N2CCN(C(=O)C3CCCCC3)CC2)cc1	-1	-5	-9	1	0	-2	5	26	-28	i
COc1ccc(NC(=O)c2cc(-c3ccccc3Cl)on2)cc1	42	17	-125	-2	0	-11	-3	-10	-93	i
CCOC(=O)c1ccc(NC(=O)CC2NCCNC2=O)cc1 (stereo unspecified)	-1	-4	-11	-1	1	5	2	13	7	i
Cc1[nH]c2ccccc2c1/C=N/Nc1ccc(F)cc1F	.	.	.	0	.	13	-2	.	-34	.
COc1ccc(OC)c(C(=O)NC(CC(N)=O)c2ccc(NCCN3CCCC3)c([N+](=O)[O-])c2)c1 (stereo unspecified)	4	-2	15	-4	-3	-1	-2	3	-12	i
O=C1c2ccccc2N(Cc2ccc(Cl)cc2)C2=NCCN12	-26	-1	26	-1	2	-2	1	4	15	i
CCNc1nc(Oc2ccc(=O)[nH]n2)nc(N2CCOCC2)n1	3	-1	4	0	0	3	-4	1	-12	i
CCOC(=O)CC(NC(=O)Cn1nnc(-c2ccccc2F)n1)c1ccc(OC)cc1 (stereo unspecified)	-3	1	-8	-1	0	-3	3	-16	-32	i
COC(=O)c1nn(-c2ccc(C)cc2)ccc1=O	-11	-6	20	0	-4	-4	-2	33	-10	i
CS(=O)(=O)c1ncc(Cl)c(C(=O)Nc2ccc3ccccc3c2)n1	-92	-93*	20	.	4	24*	0	8	5	i
CC(C)CN(C(=O)c1ccc2c(c1)OCO2)C1CCS(=O)(=O)C1 (stereo unspecified)	-1	2	-9	-5	3	.	.	4	.	i
O=C(Cn1ccc2ccccc2c1=O)NCC(=O)Nc1ccc(F)cc1F	46	2	12	3	.	-8	-1	.	3	i

Continuation:
SMILES	HSF-1 act	HSF1 inh	aSyn UTR inh	GSK3A inh	GSK3beta inhib	IEC-6 cytotox	HSP90 refold inh	AI-2 QS modul	KLF5 inh	PolyA inh
O=C(NCCN1CCCC(O)C1)c1cc(COc2ccc(F)cc2Cl)on1 (stereo unspecified)	7	-1	4	-2	1	-5	-5	9	-21	i
CCC(Oc1ccccc1)C(=O)Nc1nnc(S(=O)(=O)N2CCCCC2)s1 (stereo unspecified)	-1	2	7	-3	2	4	-3	40	-41	i
CCn1c(SCC(=O)NC2CCCC2)nc2c1c(=O)n(C)c(=O)n2C	-11	1	-8	1	-3	2	-2	16	-14	i
Cc1nc2c(C)cccc2cc1C(=O)N/N=C/c1ccc(N(C)C)cc1	15	5	-4	-3	4	2	2	9	-5	i
CC1CCCN(C(=O)Cn2c3ccccc3c3nc4n(c(=O)c32)CCS4)C1 (stereo unspecified)	35	1	-4	1	.	-5	0	.	6	i
O=C(NCc1ccc2c(c1)OCO2)C1CC(c2ccc(Cl)cc2)=NO1 (stereo unspecified)	-35	-19	-11	-4	1	-2	5	1	-5	i
COc1ccccc1NC(=O)Cn1cnc2c(nc3n2CCCCC3)c1=O	-1	-5	10	1	0	0	-5	8	-15	i
CCOC(=O)c1c(N)ssc1=S	4	3	-19	1	2	-2&-3	-3&-1	19	12&-12	i
NC1=NN=C(c2ccc3c(c2)OCCO3)CS1	-26	-18	?	2	4	2	2	5	-32	i
CCc1nc(C(N)=O)c2[nH]c(=O)n(-c3ccc(OC)cc3OC)c2n1	3	0	7	0	-4	-4	-2	29	-12	i
CCCC(=O)N1CCN(c2ccc(NC(=S)NC(=O)CC)cc2)CC1	-44	-29	-2	.	-2	2	3	25	-4	i
CCN(CC)c1ccc(S(=O)(=O)N(CC)CC)cc1NC(=O)C1CCCC1	20	7	-23	0	0	-2	4	5	-8	.
COc1ccc(-c2nn(-c3ccccc3)cc2/C=N/Nc2ccc(S(N)(=O)=O)cc2[N+](=O)[O-])cc1OC	-1	-2	-3	3	-1	1	5	12	-2	i
